# TCR CD3 inh – inhibitors of human TCR-CD3 interaction; inhibition, % at 9.4 µM; 360,000 tested, 0.37% active; AID 651800; TAMRA-labeled TCR probe fluorescence, biochemical; in the data active = inhibition above about 19%;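 note: recombinant mutant TCR 2C K166C tagged with TAMRA read by polarization; 0% = receptor in buffer alone and 100% = receptor with positive control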
# rCAG RNA binder – molecules binding r(CAG) RNA repeats | 370,000 tested, 1.3% active | AID 651821 | inhibition, % at 3 µM | r(CAG) RNA repeat, TO-PRO-1 dye displacement fluorescence;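 active = inhibition above the plate cutoff, the mean of all test compounds on that plate plus 3 SD, cut at about 35% in these data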;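 note: 0% = DMSO alone and 100% = 100 µM mitoxantrone as full dye displacement; higher means more dye released from RNA so lower well fluorescence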
# SIAE primary – blocks human sialic acid acetylesterase | SIAE FP-Rh probe binding, fluorescence polarization | inhibition, % at 9.66 µM | 370,000 tested, 0.69% active;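 active = inhibition above a cutoff: mean of compounds within the control limits plus 3 SD of those, cut at about 17% in these data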;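 note: 0% = plate median of compound wells and 100% = probe without SIAE protein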
# PRMT1 inh – inhibitors of human PRMT1 | Q99873 | 370,000 tested, 1.3% active | recombinant PRMT1, activity-based probe fluorescence polarization | inhibition, % at 2.79 µM | AID 652257;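 active = inhibition above about 21% made by adding two undisclosed values, limit read from the data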
# UHRF1 MBD2 ctr – UHRF1 methyl-DNA binding inhibition; UHRF1 binding to methylated oligo, TR-FRET; inhibition, % at 4.4 µM; 370,000 tested, 0.75% active; in the data active = inhibition above about 21%;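 note: UHRF1 SRA domain binding a hemimethylated CpG hairpin DNA probe; 0% = median of test compound wells and 100% = reference inhibitor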
# ABHD4 inh – inhibits mouse alpha/beta hydrolase domain 4. Q8VD66. purified mABHD4, FP-Rh probe fluorescence polarization. inhibition, % at 8.92 µM. 370,000 tested, 0.54% active. AID 720543;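 active = inhibition exceeding the mean over every tested compound plus 3 SD, cut at about 30% in these data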;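 note: 0% = plate median of compound wells and 100% = S159A mutant with DMSO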
#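 Assay system: mABHD4 protein; medium: HEPES pH 7.0, NaCl, Pluronic buffer; dosing: 8.92 µM, single dose; schedule: 45 min + 60 min at 25 °C; signal: FP readout, ex 525 nm / em 598 nm; read-out: normalized percent inhibition of probe labeling; repeats: single replicate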
# HTRA1 inh – inhibitors of human serine peptidase HTRA1. 340,000 tested, 0.5% active. Q92743. inhibition, % at 5.96 µM. recombinant HTRA1, FP-rhodamine activity-based probe, fluorescence polarization; in the data active = inhibition above about 36%;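 note: 0% = enzyme with DMSO and 100% = wells lacking enzyme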
# MBD2 DNA inh – MBD2-methylated oligo binding inhibition; 370,000 tested, 0.31% active; TR-FRET, MBD2 binding to methylated oligonucleotide; inhibition, % at 4.4 µM; Q9UBB5; AID 686964; in the data active = inhibition above about 13%
# GC-B act – GC-B (human) receptor activation | activation, % at 10 µM | P20594 | HEK293-GC-B cells, CNP EC30, cGMP TR-FRET; 0% at EC30 CNP, 100% saturating CNP | 370,000 tested, 0.11% active | AID 1920062;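 active = activation at 10 µM reaching about 35% in either raw or pattern-adjusted values, limit read from the data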
# Target sequence (P20594 whole entry, looked up): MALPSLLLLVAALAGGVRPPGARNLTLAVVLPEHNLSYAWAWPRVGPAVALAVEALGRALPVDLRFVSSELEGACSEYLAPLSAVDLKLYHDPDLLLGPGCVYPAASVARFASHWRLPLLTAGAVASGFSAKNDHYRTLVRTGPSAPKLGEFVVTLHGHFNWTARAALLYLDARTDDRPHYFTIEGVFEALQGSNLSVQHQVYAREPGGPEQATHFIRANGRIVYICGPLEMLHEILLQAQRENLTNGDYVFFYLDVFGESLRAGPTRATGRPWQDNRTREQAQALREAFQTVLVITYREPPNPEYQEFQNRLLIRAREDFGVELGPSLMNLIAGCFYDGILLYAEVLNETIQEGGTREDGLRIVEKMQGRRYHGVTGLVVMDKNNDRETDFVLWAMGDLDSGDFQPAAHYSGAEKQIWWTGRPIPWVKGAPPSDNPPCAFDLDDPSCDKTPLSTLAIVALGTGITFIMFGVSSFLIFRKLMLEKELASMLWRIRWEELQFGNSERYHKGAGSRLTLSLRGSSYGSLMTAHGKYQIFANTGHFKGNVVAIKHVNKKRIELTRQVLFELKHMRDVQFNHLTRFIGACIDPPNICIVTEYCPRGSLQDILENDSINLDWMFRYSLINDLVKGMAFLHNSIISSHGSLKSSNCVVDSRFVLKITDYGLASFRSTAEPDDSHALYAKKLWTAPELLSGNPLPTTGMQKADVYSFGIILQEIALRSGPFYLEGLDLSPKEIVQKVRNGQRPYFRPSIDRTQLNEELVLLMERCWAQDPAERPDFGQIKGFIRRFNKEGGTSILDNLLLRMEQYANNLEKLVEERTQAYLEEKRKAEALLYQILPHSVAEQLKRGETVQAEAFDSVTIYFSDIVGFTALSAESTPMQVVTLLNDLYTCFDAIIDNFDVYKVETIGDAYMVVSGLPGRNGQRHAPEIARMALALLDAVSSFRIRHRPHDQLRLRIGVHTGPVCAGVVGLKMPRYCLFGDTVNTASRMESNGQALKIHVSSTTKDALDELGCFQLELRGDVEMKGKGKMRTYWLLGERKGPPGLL
# GC-A act – GC-A (human) enzyme activation | P16066 | HEK293 GC-A cells, cGMP TR-FRET, EC30 ANP; 0% at EC30 ANP, 100% saturating ANP | activation, % at 10 µM | 370,000 tested, 0.14% active | AID 1671463; in the data active = activation above about 40%
# The depositor's hits bear a star; · = not tested or not shown. These rows are one share of the data, so the mix of outcomes need not match the whole.
SMILES,TCR CD3 inh,rCAG RNA binder,SIAE primary,PRMT1 inh,UHRF1 MBD2 ctr,ABHD4 inh,HTRA1 inh,MBD2 DNA inh,GC-B act,GC-A act
COc1ccc(-c2nnc3sc(COc4ccccc4)nn23)cc1,1,-1,-1,1,0,-6,-29,2,1,6
Cc1cn(CC(=O)NCC(C)c2ccccc2)c(=O)[nH]c1=O (stereo not given),0,1,-2,-6,2,3,12,0,4,1
CC(=O)Nc1ccc(N/C=C(\C#N)S(=O)(=O)c2ccc(Cl)cc2)cc1,4,0,4,-1,-1,-10,-11,4,-6,-7
NNC(=S)NC1CCCCCCCCCCC1,0,4,1,-5,-3,3,-6,-5,6,-2
CCOc1ccc(NC(=O)C2CCN(S(=O)(=O)c3ccc4c(c3)CC(C)N4C(C)=O)CC2)cc1 (stereo not given),-5,3,-9,-6,2,-12,-3,3,-4,0
C[C@H](O)[C@@H]1CN2CCc3c([nH]c4ccc(-c5ccc6c(c5)OCO6)cc34)[C@@H]2C[C@@H]1N(C)C(=O)Nc1ccc(F)cc1,-4,13,-8,1,1,7,-8,0,-8,18
Clc1cccc(Oc2cnns2)c1Cl,6,2,3,-3,3,-73,-1,1,6,3
COc1ccccc1/C=C/C(=O)OCC(=O)NC1CCCCCCC1,3,0,-3,0,0,-1,-32,0,0,-1
Cn1cnc(Sc2ncnc3nc[nH]c23)c1[N+](=O)[O-],7,0,1,9,0,-1,1,-4,3,3
CC(=O)Nc1ccc(NC(=O)C2CC(=O)N(c3ccc(Cl)cc3)C2)cc1 (stereo not given),3,-1,-119,-2,1,2,2,-1,8,-2

# Part of the list above in order of molecular weight, smallest number first.
SMILES,TCR CD3 inh,rCAG RNA binder,SIAE primary,PRMT1 inh,UHRF1 MBD2 ctr,ABHD4 inh,HTRA1 inh,MBD2 DNA inh,GC-B act,GC-A act
COc1ccc(-c2nnc3sc(COc4ccccc4)nn23)cc1,1,-1,-1,1,0,-6,-29,2,1,6
CC(=O)Nc1ccc(NC(=O)C2CC(=O)N(c3ccc(Cl)cc3)C2)cc1 (stereo not given),3,-1,-119,-2,1,2,2,-1,8,-2
CC(=O)Nc1ccc(N/C=C(\C#N)S(=O)(=O)c2ccc(Cl)cc2)cc1,4,0,4,-1,-1,-10,-11,4,-6,-7

# Following part
SMILES,TCR CD3 inh,rCAG RNA binder,SIAE primary,PRMT1 inh,UHRF1 MBD2 ctr,ABHD4 inh,HTRA1 inh,MBD2 DNA inh,GC-B act,GC-A act
CSc1nc(=O)[nH]nc1Sc1ccccc1,4,2,-1,2,-2,2,-1,-1,-2,-4
Brc1ccc(-c2nc(N/N=C/c3cccnc3)c3ccccc3n2)cc1,-10,6,-33,5,-1,-44,-35,3,-22,22
CCCOc1ccc(Oc2c(Cl)cnn(Cc3cccc4ccccc34)c2=O)cc1,·,7,1,2,3,-3,·,6,-3,6
CCc1cc(C(=O)OC)c(NC(=O)CC2Sc3ccc(C(F)(F)F)cc3NC2=O)s1 (stereo not given),-3,-1,-6,2,1,0,2,4,-3,-5
COc1ccc(S(=O)(=O)Nc2ccccc2C(=O)N2CCOCC2)cc1Br,2,7,-2,-3,0,-1,0,10,2,0
O=C(C1CCCCC1)N1CCN(C(=O)C2CCCCC2)CC1,-4,-7,0,2,2,-2,-4,2,1,3
Fc1cc(F)cc(NC(=S)N2CCN(c3ncccn3)CC2)c1,8,0,1,-4,0,3,2,3,4,5
O=C(NCCCc1ccc(F)cc1)C1CCC(=O)N(CCCN2CCCC2=O)C1 (stereo not given),2,-3,-6,0,-3,2,3,-2,-4,2
O=C(CCN1C(=O)c2ccccc2C1=O)NCc1ccncc1,3,-1,-1,-2,-3,2,-1,-6,0,5
COc1ccccc1N1C(=O)CC1(C#N)c1ccc(OCc2ccccc2)cc1 (stereo not given),7,1,-11,-2,9,-11,-31,5,0,3
O=C(c1ccc(Br)cc1)N1CCCC1,4,0,3,-1,0,-4,6,-4,7,0
COc1ccc(CNC(=O)C(=O)c2cn(CC(=O)N3CCOCC3)c3ccccc23)cc1,8,1,-2,0,3,-5,-2,-2,-3,-2
Cc1ccccc1OCC(=O)OC(C)CN1CCN(C)CC1 (stereo not given),2,0,6,-4,-1,5,0,1,6,2
COc1cccc(-c2noc(Cn3nc(C)c([N+](=O)[O-])c3C)n2)c1,7,2,2,23*,-1,-7,-13,-1,-6,-1
O=C(O)CSc1ncnc2nc[nH]c12,3,-1,4,-2,-1,-4,6,3,2,-3
Cc1[nH]n(-c2ccc([N+](=O)[O-])cc2)c(=O)c1/C=N/N1CCOCC1,6,0,13,-3,-5,7,6,-2,-5,-3
Cc1onc(-c2ccccc2Cl)c1C(=O)Nc1nnc(-c2ccc(Cl)cc2Cl)s1,0,6,-7,0,0,-3,-2,-3,-5,4
O=C(/C=C/c1ccco1)Nc1sc2c(c1C(=O)O)CCC2,3,27,-9,11,33*,17,8,8,-6,-4
O=C(Nc1c(-c2ccccc2)[nH][nH]c1=O)c1cnccn1,1,3,4,-1,-7,2,·,-4,-6,4
C=CCNC(=O)CN1N=C(c2ccc(C)cc2)CCC1=O,1,-2,-2,-2,-1,-2,3,-5,2,0
O=c1cc(CSc2ccc(Cl)cc2)nc(-c2ccncc2)[nH]1,-2,2,10,-1,-1,-12,1,-4,-7,-2
CC(=O)c1ccc(NC(=S)N2CCCC(C(F)(F)F)C2)cc1 (stereo not given),3,1,0,-2,-4,3,3,4,-4,0
CC(C)C(NC(=O)CNC(=O)OC(C)(C)C)C(=O)NCc1ccccc1 (stereo not given),5,-3,-9,-1,0,-3,1,1,1,2
CC1Oc2ccccc2C=C1/C=N/NC(=O)[C@@H](C)NC(=O)OC(C)(C)C (stereo not given in full),9,-5,-3,-7,-4,-2,-2,-2,-3,-4
CCCCN(C(=O)c1ccc(-c2ccc(Cl)cc2)o1)c1c(N)n(CC(C)C)c(=O)[nH]c1=O,-5,4,-7,0,-2,5,-1,1,-4,-7
CCC(=O)NC(Nc1sc2c(c1C(=O)OC)CCCC2)(C(F)(F)F)C(F)(F)F,5,-5,1,1,0,-8,-2,0,-5,-2
Nc1cc(N)nc(SCC(=O)Nc2ccc3c(c2)OCO3)n1,-4,2,5,5,0,5,2,7,-1,3
COc1ccc(CCNC(=O)COC(=O)c2cc3ccccc3oc2=O)cc1OC,0,0,15,2,0,-3,2,-8,1,-2
Cc1[nH]c2ccccc2c1CC(=O)Nc1ccc(N(C)c2cccnc2)c(-c2ccc(F)c(F)c2)c1,-4,15,8,7,0,19,·,3,-6,6
CCOC(=O)c1ccc[n+](CC(=O)c2ccc(NC(=O)c3ccccc3)cc2)c1,6,3,-3,-3,-2,1,-22,6,4,2
CN(C)CCCNC(=O)c1ccc(-c2cc(O)c3ncccc3c2)cc1,-9,4,0,-3,-7,11,69*,-6,-10,-6
COc1ccc(CC(=O)N2CCN(C(=O)Cc3ccc(OC)cc3)CC2)cc1,0,3,8,-3,-1,1,-3,-2,0,0
CCN(C(=O)COC(=O)c1cc(S(=O)(=O)N(C)C)ccc1Cl)C1CCS(=O)(=O)C1 (stereo not given),-7,-2,2,7,1,-6,2,0,0,1
CCCCCCCCN1CN2Cc3cc(OC)ccc3C2CS1(=O)=O (stereo not given),·,1,-6,-1,-1,-8,·,2,6,2
O=C1OC2(CCCCC2)OC(=O)C1=CNc1nccs1,1,1,0,0,1,3,-2,2,7,-7
COc1ccccc1CCn1cnc(-c2ccccc2)c1CC(C)C,-12,-2,1,12,3,-12,·,7,-10,-17
COc1ccc(-c2cc(C)no2)cc1S(=O)(=O)NCc1cccc(C)c1,15,1,-6,-1,-1,-6,-7,1,-2,-1
O=C(NC1(Cc2ccc(O)cc2)CCCCC1)c1ccccc1,-9,2,1,0,-1,-6,-11,-2,0,-5
Cc1cc(/C=C2\SC(=O)N(C)C2=O)c(C)n1-c1ccc(O)cc1,2,6,-2,2,-4,15,-2,-8,3,-3
COCCCNC(=S)N(Cc1cccnc1)Cc1ccc(OC)c(OC)c1,5,0,7,2,2,0,-3,0,1,5
CSc1nsc(SCC(=O)Nc2c(C)n(C)n(-c3ccccc3)c2=O)n1,3,-2,8,22*,-1,1,4,1,6,2
CCCCN(C(=O)C1CCCC1)C1CCS(=O)(=O)C1 (stereo not given),6,-4,6,-1,-1,-2,-4,5,2,-1
Cc1ccc(NC(=O)CN2C(=O)N/C(=C/c3cc(C)n(-c4ccc(C(=O)O)cc4)c3C)C2=O)cc1,5,37*,-1,7,5,-2,-11,-5,-2,2
COc1ccc(CN2CCN(CCCc3ccccc3)CC2)c(OC)c1,3,-6,1,-3,2,16,·,1,-1,-1
CC1C(=O)N(Cc2cn(Cc3ccco3)nn2)CCS(=O)(=O)N1Cc1ccc(-c2ccc(Cl)c(Cl)c2)cc1 (stereo not given),-4,20,-12,2,-1,-20,-59,-6,-3,-10
COc1ccccc1OCC(=O)N/N=C/c1cccc2cccnc12,-11,-6,-4,-1,-3,-1,0,-1,3,3
CC1(C(=O)Nc2nnc(SCc3ccccc3)s2)Cc2ccccc2C(=O)O1 (stereo not given),3,23,4,-2,-1,-24,1,-1,0,-2
COc1ccc(C(=O)NCC2(c3ccccc3)CCOCC2)cc1[N+](=O)[O-],-7,-1,6,0,-3,2,-1,-5,1,1

# Structures from the list above containing an NH in an aromatic ring, in the order listed:
SMILES,TCR CD3 inh,rCAG RNA binder,SIAE primary,PRMT1 inh,UHRF1 MBD2 ctr,ABHD4 inh,HTRA1 inh,MBD2 DNA inh,GC-B act,GC-A act
Cc1cn(CC(=O)NCC(C)c2ccccc2)c(=O)[nH]c1=O (stereo not given),0,1,-2,-6,2,3,12,0,4,1
C[C@H](O)[C@@H]1CN2CCc3c([nH]c4ccc(-c5ccc6c(c5)OCO6)cc34)[C@@H]2C[C@@H]1N(C)C(=O)Nc1ccc(F)cc1,-4,13,-8,1,1,7,-8,0,-8,18
Cn1cnc(Sc2ncnc3nc[nH]c23)c1[N+](=O)[O-],7,0,1,9,0,-1,1,-4,3,3
CSc1nc(=O)[nH]nc1Sc1ccccc1,4,2,-1,2,-2,2,-1,-1,-2,-4
O=C(O)CSc1ncnc2nc[nH]c12,3,-1,4,-2,-1,-4,6,3,2,-3
Cc1[nH]n(-c2ccc([N+](=O)[O-])cc2)c(=O)c1/C=N/N1CCOCC1,6,0,13,-3,-5,7,6,-2,-5,-3
O=C(Nc1c(-c2ccccc2)[nH][nH]c1=O)c1cnccn1,1,3,4,-1,-7,2,·,-4,-6,4
O=c1cc(CSc2ccc(Cl)cc2)nc(-c2ccncc2)[nH]1,-2,2,10,-1,-1,-12,1,-4,-7,-2
CCCCN(C(=O)c1ccc(-c2ccc(Cl)cc2)o1)c1c(N)n(CC(C)C)c(=O)[nH]c1=O,-5,4,-7,0,-2,5,-1,1,-4,-7
Cc1[nH]c2ccccc2c1CC(=O)Nc1ccc(N(C)c2cccnc2)c(-c2ccc(F)c(F)c2)c1,-4,15,8,7,0,19,·,3,-6,6

# Assay outcomes: PubChem BioAssay, several laboratories
